High-throughput results (PubChem BioAssay)
TR SRC2 fluor cs = counter-screen for TRb-SRC2 inhibitors: fluorescence interference; Potency, µM (highest dose often 106 µM), without a hit: top-dose fluorescence change, negative = quenching; actives 0.29% (n = 280,000); AID 1479; TRb/SRC2 Texas Red total fluorescence interference; active means well fitted curve in either direction with a large enough effect; inconclusive means small, poorly fitted or top-dose-only effect
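Flags fluorescent or light-absorbing compounds by total fluorescence, S + 2P, at 555 nm excitation and 632 nm emission. Mixture: 20 nM Texas Red SRC2 peptide, 0.6 uM human TRb LBD, 1 uM T3, 5% DMSO; compound exposure 5 h at ambient temperature.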
aGal spleen mod = inhibits or activates alpha-galactosidase in human spleen homogenate. Potency, µM (doses to about 80 µM), for the others: at the top dose activity change, negative = inhibition, actives largely listed as inhibitors. actives 0.008% (n = 240,000). human spleen homogenate, 4MU-alpha-Gal fluorescence, 40 min;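 further: 0% = enzyme with vehicle and -100% = no enzyme basal signal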
Target sequence (P06280 32-429 limits assumed): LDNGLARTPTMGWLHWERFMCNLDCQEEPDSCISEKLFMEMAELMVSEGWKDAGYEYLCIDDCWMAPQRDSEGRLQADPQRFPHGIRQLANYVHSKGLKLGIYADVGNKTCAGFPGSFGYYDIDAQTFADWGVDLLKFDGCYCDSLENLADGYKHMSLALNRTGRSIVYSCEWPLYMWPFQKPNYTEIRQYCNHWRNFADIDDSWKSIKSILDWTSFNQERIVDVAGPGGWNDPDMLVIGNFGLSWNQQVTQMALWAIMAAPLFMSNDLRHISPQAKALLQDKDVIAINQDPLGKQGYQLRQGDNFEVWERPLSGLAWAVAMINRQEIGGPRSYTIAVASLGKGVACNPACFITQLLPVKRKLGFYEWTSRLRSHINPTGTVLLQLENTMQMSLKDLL
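Spleen homogenate 1 ug + cpd (titration) + 4-MU-alpha-D-galactopyranoside 1 mM; 37C 40 min; 50 mM citrate/phosphate pH 5.0, 0.01% Tween-20; stop pH 10; fluorescence 365/440; AC50 via Hill.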
TRb SRC2 PPI = disrupts binding of human TR beta to SRC2; P10828; TRbeta-SRC2 peptide binding, fluorescence polarization; receptor liganded with 1 µM T3; Potency, µM (highest dose often 106 µM), for the others: at the highest dose activity change, negative = inhibition, actives largely listed as inhibitors; actives 0.065% (n = 280,000);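 further: plate controls were bound peptide for no effect and peptide without receptor for full effect; nearly all actives have a fitted effect of over 50% in size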
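A fluorescence polarization screen tested compounds at multiple concentrations against complex formation between 0.6 uM TRb ligand-binding domain and 20 nM Texas Red SRC2 peptide, with 1 uM T3 present; readout after 5 hr.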
L3MBTL1 block = L3MBTL1 (human) inhibition; Q9Y468; AlphaScreen L3MBTL1–H3K9me1 peptide binding; Potency, µM (top dose mostly 57.1 µM), without a hit: top-dose activity, negative = inhibition, actives largely listed as inhibitors; actives 0.66% (n = 230,000); AID 485360; further: nearly all actives have a fitted effect of over 60% in size
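L3MBTL1 (50 nM) pre-complexed 30 min with biotinylated H3(1-15)K9me1 peptide (75 nM), then compounds added for 30 min at room temperature; AlphaScreen streptavidin donor/nickel chelate acceptor beads (10 ug/mL final) read after 30 min dark incubation.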
Tau ThT inhib = inhibitors of human tau fibril formation, thioflavin T binding | actives 2.1% (n = 270,000) | P10636 | recombinant tau K18 P301L, heparin-induced fibrillization, ThT fluorescence | Potency, µM (doses to about 57.4 µM), for the others: at the top dose activity, negative = inhibition, actives largely listed as inhibitors; further: nearly all actives have a fitted effect of over 55% in size
Target sequence (P10636 561-689 P618L limits assumed): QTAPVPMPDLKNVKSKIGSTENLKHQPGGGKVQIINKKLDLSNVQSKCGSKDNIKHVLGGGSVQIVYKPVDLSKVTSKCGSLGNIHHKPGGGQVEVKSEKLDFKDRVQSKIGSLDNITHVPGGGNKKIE
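Aggregation was driven by heparin (20 uM final) acting on recombinant tau […] bearing P301L in 100 mM sodium acetate pH 7; fibrils were detected with Thioflavin T.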
ALDH1A1 block = ALDH1A1 (human) enzyme inhibition; Purified ALDH1A1, NADH fluorescence, propionaldehyde substrate; Potency, µM (titrated, usually from 75.3 µM), inactives show at the top dose activity, negative = inhibition, hits mostly inhibitors; actives 7.3% (n = 220,000); AID 1030; P00352; active means well fitted inhibition curve with a large enough effect, not every such curve was filed as active; inconclusive means small, poorly fitted or top-dose-only effect, or another doubt; inactive means no such curve, though single readings can be large or run the other way;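 further: plate controls were no enzyme wells and a reference inhibitor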
Target sequence (P00352 whole entry, looked up): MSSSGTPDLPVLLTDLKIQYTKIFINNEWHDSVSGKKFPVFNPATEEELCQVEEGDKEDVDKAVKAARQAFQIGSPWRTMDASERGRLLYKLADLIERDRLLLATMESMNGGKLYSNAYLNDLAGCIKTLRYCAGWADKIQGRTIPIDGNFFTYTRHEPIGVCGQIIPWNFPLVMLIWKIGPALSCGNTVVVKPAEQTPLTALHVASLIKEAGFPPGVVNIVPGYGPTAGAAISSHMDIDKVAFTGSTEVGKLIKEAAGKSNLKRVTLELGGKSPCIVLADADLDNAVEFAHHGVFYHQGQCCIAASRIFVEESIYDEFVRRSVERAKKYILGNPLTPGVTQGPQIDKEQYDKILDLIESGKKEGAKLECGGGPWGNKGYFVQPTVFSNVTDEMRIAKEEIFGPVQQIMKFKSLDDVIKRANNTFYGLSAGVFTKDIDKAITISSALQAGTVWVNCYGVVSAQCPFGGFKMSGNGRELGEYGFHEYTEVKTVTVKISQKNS
Tau fluor counter = counter-screen for tau fibril formation inhibitors; AID 1463; tau K18 P301L Alexa594 fluorescence, heparin fibrillization; actives 0.93% (n = 280,000); Potency, µM (doses to about 57.7 µM), without a hit: at the highest dose activity change, negative = decrease; further: nearly all actives have a fitted effect of over 55% in size
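Human K18 P301L tau (15 uM unlabeled plus 0.24 uM Alexa 594-labeled, final) in 100 mM sodium acetate pH 7 was mixed with compound and 20 uM heparin and incubated 6 hr at 37 C.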
Tau fibril FP = inhibitors of human tau fibril formation; P10636; K18 P301L tau heparin fibrillization, Alexa594 FP, 6 h; AID 1468; Potency, µM (highest dose often 57.7 µM), inactives show at the highest dose activity, negative = inhibition, actives largely listed as inhibitors; actives 0.39% (n = 280,000); further: nearly all actives have a fitted effect of over 55% in size
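Heparin (20 uM) drove fibril formation of recombinant tau K18 P301L, 15 uM unlabeled with 0.24 uM Alexa 594 label, for 6 hr at 37 C in 100 mM sodium acetate pH 7. Fluorescence polarization (555/632 nm) read 1 hr after 30 uM ThT.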
An asterisk follows results filed as active; ? = inconclusive; · = not tested or not shown; & = joins results of further samples; [ ] = another dose, or the depositor's remark. Unless noted, the call rests on the fitted dose curve; in most records, active means well fitted curve in the direction sought with a large enough effect; inconclusive means small, poorly fitted or top-dose-only effect, or another doubt; inactive means no such curve, though single readings can be large; an effect the other way counts as inactive or inconclusive. Unless noted, on the % scale 0 is the no-effect control and ±100 the full control effect; potency means the concentration at half of the fitted maximal effect.

Compound | ALDH1A1 block | TR SRC2 fluor cs | Tau ThT inhib | aGal spleen mod | TRb SRC2 PPI | L3MBTL1 block | Tau fibril FP | Tau fluor counter
CN(C)c1ccc(C(=O)Nc2cc(C(F)(F)F)ccc2-n2cncn2)cc1 | ? | -4.7% | -15.8% | -8.0% | -0.7% | 6.3% | -1.6% | -24.9%
COCCNC(=O)CSc1cc(-c2ccccc2)c2ccc(OC)cc2n1 | ? | -0.1% | ? | 9.4% | 4.4% | -4.7% | -5.9% | -17.6%
CCN(CC)CCN(C(=O)c1ccco1)c1nc2cc(C)cc(C)c2s1 | · | -14.4% | -5.7% | · | 2.2% | · | -4.1% | -20.8%
Cc1ccc(-n2c(=O)c3c4c(sc3n3c(=S)[nH]nc23)CCC4)cc1 | ? | -0.7% | -12.6% | 0.6% | 2.6% | -0.1% | 4.6% | -13.3%
CSc1cccc(-n2cc(-c3ccc4c(c3)OCO4)[nH]c2=O)c1 | ? | -1.7% | ? | -16.7% | -10.6% | -10.9% | -5.6% | ?
CCn1cc2nc(SCC(=O)Nc3cc(OC)ccc3OC)n(Cc3ccc(Cl)cc3)c(=O)c2n1 | · | -1.9% | 0.2% | · | -2.1% | · | 1.9% | -18.0%
CC(C)CNS(=O)(=O)c1ccc(S(=O)(=O)N2CCN(CCC#N)CC2)cc1 | 6.8% | -2.3% | -4.9% | 1.5% | -3.5% | 2.5% | -4.0% | -0.9%
CC1CCc2c(sc3nc4n(c(=O)c23)CCS4)C1 (stereo unspecified) | ? | -0.8% | -18.5% | -0.2% | -3.1% | · | -0.8% | -14.5%
CSc1nc(C)cc(OCC(=O)N/N=C/c2ccccc2O)n1 | -12.8% | 3.2% | -3.8% | 17.5% | 2.4% | 1.0% | -17.5% | -12.7%
CC1=CC(C)(C)Nc2ccccc21 | ? | 2.9%&-1.6%&-0.4% | -12.2% | -2.2%&-6.0%&-5.5% | 6.5%&-9.5%&1.1% | ? | 8.5% | -17.1%
COc1ccc(-c2noc(CNC(=O)Nc3ccc(F)cc3)n2)cc1 | 3.5% | -2.5% | -4.4% | 0.5% | -2.2% | 4.7%[11.4 µM] | ? | -29.2%
CCOC(=O)C(=Cc1ccc(-n2ccnc2)cc1)C(=O)OCC | ? | 4.1% | ? | 0.5% | -3.5% | · | 1.2% | 7.1%
CCOC(=O)c1sc2ncn(CC(=O)Nc3ccc(OCC)cc3)c(=O)c2c1C | · | -0.4% | 3.7% | · | -2.2% | · | -4.0% | 2.2%
COc1ccc(-n2nc(N)c(C(N)=O)n2)cc1 | ? | -1.6% | 6.4% | 1.6% | 5.7% | 5.6% | 6.7% | 1.2%
Cc1ccc2cc(CN(C)C(=O)C3CCCO3)c(=O)[nH]c2c1 (stereo unspecified) | -8.3% | 7.6% | -4.2% | 2.1% | -1.3% | 5.3% | 1.9% | -1.5%
CN(C)C(=O)/C(=C\c1ccc(-c2cccc([N+](=O)[O-])c2)o1)NC(=O)c1ccccc1 | ? | -2.7% | ? | 2.9% | 9.6% | -10.0% | 1.0% | -16.8%
CCC1CN(C(=O)N2CCC(C(=O)NCc3ccc(C)o3)CC2)c2cc(C)ccc2O1 (stereo unspecified) | · | -0.6% | -3.1% | · | 1.8% | · | -15.7% | -17.6%
CN(C)/C=N/c1nc2nccc(-c3ccccn3)n2n1 | ? | -1.4% | -7.2% | 10.8% | 4.2% | -2.5% | 2.7% | -1.5%
CC(C)(C)NC(=O)/C=N/O | -0.4% | -2.4% | 2.5% | 8.1% | 6.4% | 5.4% | -2.3% | 1.2%
CN1CCN(S(=O)(=O)c2cccc(C(=O)Nc3sc4c(c3C(N)=O)CCCC4)c2)CC1 | ? | -1.0% | ? | 3.6% | -11.5% | 1.1% | -0.7% | -21.5%
COc1ccc(Cl)cc1NC(=O)CSc1nnc(CNC(=O)c2ccco2)o1 | -2.7% | -2.0% | -0.3% | -3.1% | -1.7% | · | -1.9% | -5.9%
Cc1ccc2c(c1)Oc1ccc([N+](=O)[O-])cc1C(=O)N2 | 7.9% | -2.3% | -4.8% | -2.4% | 1.1% | · | 2.0% | -22.8%
COc1ccc2nc(NC(=O)c3ccc(-n4nc(C)cc4C)cc3)sc2c1 | ? | 3.1% | ? | 23.4% | -3.8% | 5.2% | -10.0% | -13.4%
CC(C)(C)n1nnnc1CN1CCN(C(c2ccccc2)c2ccccc2)CC1 | -0.9% | -3.2% | 1.4% | 5.1% | 9.1% | -12.9% | -1.8% | -2.7%
Cc1ccc(CNC(=O)CCCCCn2c(=O)c3sccc3n(CC(=O)Nc3c(C)cc(C)cc3C)c2=O)cc1 | · | -16.0% | 7.8% | · | 9.1% | · | -7.0% | -2.7%

Record cards (already shown):
CSc1cccc(-n2cc(-c3ccc4c(c3)OCO4)[nH]c2=O)c1 in the list: ALDH1A1 block: ?; TR SRC2 fluor cs: -1.7%; Tau ThT inhib: ?; aGal spleen mod: -16.7%; TRb SRC2 PPI: -10.6%; L3MBTL1 block: -10.9%; Tau fibril FP: -5.6%; Tau fluor counter: ?
COc1ccc2nc(NC(=O)c3ccc(-n4nc(C)cc4C)cc3)sc2c1 in the list: ALDH1A1 block: ?; TR SRC2 fluor cs: 3.1%; Tau ThT inhib: ?; aGal spleen mod: 23.4%; TRb SRC2 PPI: -3.8%; L3MBTL1 block: 5.2%; Tau fibril FP: -10.0%; Tau fluor counter: -13.4%

Following part
Compound | ALDH1A1 block | TR SRC2 fluor cs | Tau ThT inhib | aGal spleen mod | TRb SRC2 PPI | L3MBTL1 block | Tau fibril FP | Tau fluor counter
COc1ccc(C(=O)N/N=C(\C)CC(=O)Nc2ccc(Cl)cn2)cc1 | · | -3.1% | ? | -8.1% | 3.2% | -4.8% | -8.0% | -18.7%
CCOC(=O)Nc1ccc2c(c1)N(C(=O)CCN1CCN(CCO)CC1)c1ccccc1CC2 | 9.6% | -0.3% | -15.3% | 5.3% | 0.7% | · | 7.8% | -7.5%
CC(C)CN(C)c1nc(N)c(C(=O)N=C(N)N)nc1Cl | -11.6% | -2.6% | -8.0% | 17.2% | -3.5% | · | 2.3% | -6.7%
Cc1nc2ccccc2c(=O)n1/N=C/c1cccs1 | 7.1% | 0.6% | -10.3% | -1.1% | -5.5% | 12.2% | 0.9% | -2.3%
Cc1sc2ncn(CC(=O)NCc3ccco3)c(=O)c2c1-c1ccc(F)cc1 | ? | -2.9% | ? | -4.9% | -10.7% | -9.0% | -0.1% | -12.5%
CCOC(=O)C1C(=O)NC(N2CCOCC2)=NC1c1ccco1 (stereo unspecified) | 9.8% | -0.6% | -0.5% | -11.0% | -11.1% | -4.4% | 3.1% | 2.7%
N/C(=N\OC(=O)Cc1ccccc1)c1cccc(Br)c1 | -3.2% | 0.4% | -4.8% | 1.6% | 4.2% | 18.1%[11.4 µM] | -7.6% | -9.7%
CCCCN(CCCC)CCCNC(=O)C12CN(Cc3ccccc3)CC1C(c1cccc([N+](=O)[O-])c1)=NO2 (stereo unspecified) | ? | 2.3% | 4.3% | -4.7% | -17.0% | -3.8% | -1.6% | -10.6%
COC(=O)c1ccc(CSc2nncn2N)cc1 | 10.2% | -0.7% | 8.1% | -6.8% | 3.8% | 2.3% | -2.0% | 10.5%
CCOc1ccccc1C(=O)NCc1ccc2c(c1)CCN2C(=O)c1ccccc1 | · | 3.9% | ? | · | 3.2% | · | 4.1% | -2.3%
O=C1CN2C(=N1)N(Cc1ccccc1)c1ccccc12 | 1.5% | 3.2% | 3.1% | -1.8% | 1.4% | 32.4%[activator][11.4 µM] | -1.6% | 1.1%
CCOc1ccc2[nH]c3c(N4CCN(c5ccccn5)CC4)ncnc3c2c1 | ? | -2.5% | ? | -5.5% | 4.5% | -10.2% | ? | ?
Cc1cccc(C(=O)Nc2ccc(C(=O)OCc3cc(=O)n4c(C)csc4n3)cc2)c1 | · | -1.0% | -7.2% | · | -0.9% | · | ? | -29.8%
Cc1oc(/N=C/c2ccc(O)cc2O)c(C#N)c1C | ? | 6.3% | ? | 18.0% | -3.1% | · | -8.3% | -15.6%
CCOc1ccccc1Nc1nnc(-c2cc3cc(OC)ccc3oc2=O)s1 | · | -0.8% | ? | · | 0.6% | · | -7.5% | -23.2%
Cc1ccc(CNC(=O)C2(C(F)(F)F)C/C(=C\Cc3ccccc3)CCCO2)o1 (stereo unspecified) | · | -1.5% | · | -9.3% | -10.1% | -1.3% | · | ·
Cc1nc(CS(=O)(=O)c2ccccc2)cc(N2CCN(c3ccccc3F)CC2)n1 | -8.0% | -1.0% | -11.6% | -3.6% | 4.7% | -16.4% | -0.7% | -6.4%
Cc1oc2ccc(O)c(CN3CCCC3)c2c1C(=O)Nc1ccccc1 | · | -14.2% | -9.4% | · | 0.4% | · | -5.0% | -17.4%
COc1cccc(CNC(=O)c2cccn2-c2nnc(N3CCCC3)s2)c1 | · | -0.8% | 1.9% | · | -4.5% | · | -4.3% | -2.7%
O=C(Nc1nccs1)c1cncc(Br)c1 | -2.6% | -6.6% | -2.5% | -5.1% | -1.4% | 15.2% | 4.6% | -2.6%
Cc1ccc(/C=N/Nc2ccnc3cc(Cl)ccc23)c(C)c1 | 3.3% | -2.6% | ? | 9.1% | -1.0% | -8.5% | 6.2% | ?
Cc1cccc(-c2noc(-c3cc(-c4ccc(F)cc4)n[nH]3)n2)c1 | · | -3.3% | 2.8% | · | 2.9% | · | -9.7% | 4.1%
O=C(c1ccc(F)cc1)N1CCC(c2nc3ccccc3s2)CC1 | · | -49.4% | -4.7% | · | -3.2% | · | 6.3% | 3.2%
COc1cccc(CNS(=O)(=O)c2cn(C)cn2)c1 | -2.8% | 2.3% | -1.5% | 10.2% | -4.8% | -8.6% | -0.4% | 3.6%
CC(=O)N/C(=C\c1ccccc1Cl)C(=O)O | 8.1% | -0.2% | -1.2% | 12.6% | -11.1% | 4.3% | -3.0% | -1.3%
N#CC1=C(N)N(c2ccccc2C#N)C2=C(C(=O)CCC2)C1c1ccsc1 (stereo unspecified) | 25.1µM* | 0.4% | ? | 8.2% | -2.8% | 11.7%[11.4 µM] | 1.2% | -20.0%
CCc1ccc(NC(=O)CN(c2ccc(C)cc2)S(=O)(=O)c2cccs2)cc1 | · | -0.9% | 8.4% | · | 1.9% | · | -16.8% | -22.4%
CCOc1ccc(OCC(=O)Nc2nnc3n2CCS3)cc1 | · | -0.4% | ? | · | -7.7% | · | 2.2% | -7.4%
